Assay outcomes deposited in PubChem by several laboratories.
proCasp7 act: procaspase-7 activators, primary screen, counter-screen for procaspase-3 activator project, biochemical, absorbance, HTS, human. Caspase-7 (Homo sapiens), P55210. recombinant procaspase-7, Ac-DEVD-pNA absorbance 405 nm; D23A/D198A/D206A triple mutant, cannot self-cleave; scale: DMSO 0, 5 µM enzyme 100. activation, % at 8.5 µM. 330,000 compounds, 0.093% hits. AID 463210, 2010;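 active = percent activation above the screen-wide mean plus 3 SD, cut at about 25% in these data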
Target sequence (P55210 whole entry D23A/D198A/D206A): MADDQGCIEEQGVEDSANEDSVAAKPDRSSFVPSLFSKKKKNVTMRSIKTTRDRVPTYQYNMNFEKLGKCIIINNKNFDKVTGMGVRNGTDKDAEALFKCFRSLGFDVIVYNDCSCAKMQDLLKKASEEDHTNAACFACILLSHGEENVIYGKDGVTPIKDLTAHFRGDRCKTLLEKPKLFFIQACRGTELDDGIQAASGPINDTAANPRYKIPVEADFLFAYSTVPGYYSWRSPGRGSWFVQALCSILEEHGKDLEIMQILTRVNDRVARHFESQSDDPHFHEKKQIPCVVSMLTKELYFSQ
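Assay system: Uncleavable procaspase-7 mutant enzyme | Input: 2 µM procaspase-7 mutant as dispensed | Timing: 1 h compound preincubation, 2 h substrate cleavage, 25 °C | Repeats: One well per compound | Control set: DMSO wells as 0%, DMSO with 5 µM added PC-7 as 100% | Technique: Epi-absorbance of released pNA at 405 nm, two timepoints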
PP5 inh: PP5 phosphatase inhibitors, primary screen, biochemical, fluorescence | purified PP5c, OMFP substrate fluorescence | 320,000 compounds, 0.18% hits | Serine/threonine-protein phosphatase 5 (Homo sapiens), P53041 | inhibition, % at 6.7 µM;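 active = inhibition above the campaign's mean inhibition across all tested compounds plus 3 SD, cut at about 9.5% in these data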;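 note: 0% = DMSO only and 100% = 100 µM cantharidin control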
GRK2 inh: compounds blocking aptamer binding on GRK2 – biochemical, human GRK2, bead flow cytometry, HTS, primary screen. FAM-aptamer displacement from GRK2. inhibition of aptamer binding, % at 10 µM. 330,000 compounds, 0.59% hits;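 active = inhibition of aptamer binding above 40%, roughly 3 SD of noise, on plates passing a quality check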;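 note: median bead fluorescence of bound FAM aptamer so fluorescent compounds give negative values; no value below 0 was filed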
JMJD2C inh: inhibitors of GASC-1 histone demethylase, primary screen, biochemical, fluorescence, DELFIA europium. Lysine-specific demethylase 4C (Homo sapiens), Q9H3R0. GST-JMJD2C(1-420) H3K9me3 demethylation. inhibition, % at 2.35 µM. 330,000 compounds, 0.069% hits. AID 2099, 2009;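 active = more than half of a compound's replicate wells show inhibition beyond 50%, single wells judged on their own value; inconclusive = some, but no more than half, of replicates pass 50% inhibition; inactive = no replicate passes 50% inhibition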;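 note: signal counts dimethyl H3K9 product captured on neutravidin plate; 0% = median of DMSO wells and 100% = 0.3 times that DMSO median; strong numbers were not always called active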
Target sequence (Q9H3R0 1-420 limits assumed): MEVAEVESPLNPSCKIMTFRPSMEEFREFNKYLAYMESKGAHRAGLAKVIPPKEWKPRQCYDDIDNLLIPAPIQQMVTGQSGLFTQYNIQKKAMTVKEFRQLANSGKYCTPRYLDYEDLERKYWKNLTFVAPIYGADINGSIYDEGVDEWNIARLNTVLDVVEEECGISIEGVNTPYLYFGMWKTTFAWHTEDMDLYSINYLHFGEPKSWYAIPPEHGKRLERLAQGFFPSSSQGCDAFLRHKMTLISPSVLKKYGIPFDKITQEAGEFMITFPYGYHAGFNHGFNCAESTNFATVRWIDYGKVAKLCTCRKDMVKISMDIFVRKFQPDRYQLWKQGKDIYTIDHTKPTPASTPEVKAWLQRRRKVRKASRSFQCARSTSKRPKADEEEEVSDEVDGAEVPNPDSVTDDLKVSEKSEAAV
VLA-4 inh: inhibition in human VLA-4 binding assay, primary screen, VLA-4 allosteric modulator project, MLPCN library, flow cytometry, VLA-4 expressing cells; Integrin alpha-4 (Homo sapiens), P13612; ligand binding flow cytometry; inhibition, % (about 7 µM as worked out from the volumes in the protocol); 330,000 compounds, 0.2% hits; in the data active = inhibition above about 50%
proCasp3 act: activators of human procaspase-3 D3A mutant, primary screen, biochemical, absorbance, PC-3 D3A mutant, single concentration; activation, % at 8.5 µM; 330,000 compounds, 0.11% hits; recombinant procaspase-3 D3A, Ac-DEVD-pNA absorbance 405 nm;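 active = activation above the mean of all tested compounds plus 3 SD, cut at about 21% in these data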;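 note: 0% = DMSO alone and 100% = DMSO wells spiked with extra 5 µM PC-3 D3A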
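Technique: 405 nm absorbance of p-nitroaniline, reads at 0 and 120 min; Test system: Procaspase-3 D3A mutant; Incubation: 1 h enzyme-compound preincubation, then 2 h substrate reaction, 25 °C; Repeats: singlicate, each compound tested once; Benchmarks: low control DMSO wells, high control DMSO plus 5 µM PC-3 D3A.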
PP1 inh: PP1-alpha phosphatase inhibitors, primary screen, counter-screen for PP5 inhibitor project, biochemical, fluorescence, OMFP substrate, single point; purified PP1alpha; inhibition, % at 6.7 µM; 320,000 compounds, 0.9% hits; AID 2235, 2010;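 active = inhibition above the mean inhibition of all tested compounds plus 3 SD, computed separately for each screening campaign, cut at about 15% in these data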
Target sequence (P62136 whole entry, looked up): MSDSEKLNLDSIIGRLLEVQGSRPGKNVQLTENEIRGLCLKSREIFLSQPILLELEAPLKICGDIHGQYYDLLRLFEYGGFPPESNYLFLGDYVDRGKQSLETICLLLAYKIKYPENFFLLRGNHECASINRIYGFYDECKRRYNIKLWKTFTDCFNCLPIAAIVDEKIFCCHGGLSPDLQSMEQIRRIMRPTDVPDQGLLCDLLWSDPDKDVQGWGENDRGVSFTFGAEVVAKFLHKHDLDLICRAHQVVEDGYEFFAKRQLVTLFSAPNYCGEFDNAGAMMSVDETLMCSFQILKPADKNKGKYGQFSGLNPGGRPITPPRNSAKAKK
CTSL1 counter: Fasciola hepatica cathepsin L1 inhibitors, primary screen, counter-screen for PFM18AAP inhibitor project, biochemical, QFRET, fluorogenic peptide substrate; inhibition, % at 5.96 µM; 300,000 compounds, 0.49% hits; recombinant F. hepatica cathepsin L1, Z-Leu-Arg-MCA fluorescence;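 active = inhibition above the mean of all tested compounds plus 3 SD, set per screening campaign, cut at about 17% in these data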;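 note: 0% = plate median of test compound wells and 100% = 1 µM Z-Phe-Ala-diazomethylketone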
core dimer inh: inhibitors of HCV core protein dimerization, primary screen, biochemical, TR-FRET, high-throughput | TR-FRET GST/Flag-core106 dimerization, 1536-well | inhibition, % at 5 µM | 300,000 compounds, 0.33% hits;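 active = inhibition above the mean of all tested compounds plus 3 SD, set per screening campaign, cut at about 45% in these data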
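System – GST-tagged and Flag-tagged HCV core protein residues 1-106 · Repeats – one well for each compound · Technique – TR-FRET 671 and 617 nm emission · Doses – one concentration, 5 µM, in 0.5% DMSO · Times – 4 h, 22.5 °C incubation · Also added – Eu donor and XL665 acceptor anti-tag antibodies · Measure – percent inhibition of core106 dimerization signal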
* marks the source's active call; other numbers are inactive results; ? = inconclusive; · = not tested or not shown.

SMILES	proCasp7 act	PP5 inh	GRK2 inh	JMJD2C inh	VLA-4 inh	proCasp3 act	PP1 inh	CTSL1 counter	core dimer inh
COc1ccccc1N1CCN(C(=O)C2CCN(S(=O)(=O)c3ccc(Cl)cc3)CC2)CC1	-1.9	1.7	2.0	5.8	0.7	-0.8	-2.3	-2.1	6.5
COc1ccc(N2CCN(C(c3cccc(OC)c3OC)c3nnnn3C3CCCC3)CC2)cc1 (stereo not drawn)	-9.4	-2.2	1.0	-5.9	5.8	-13.7	-5.0	-4.2	8.8
CCOC(=O)c1ccn(-c2nc(-c3ccco3)cc(C(F)(F)F)n2)n1	-9.1	-0.6	0.0	-16.7	12.1	8.8	4.7	-3.6	5.0
O=C(COc1ccc(-c2ccccc2)cc1)NNC(=O)Nc1ccccc1	-4.9	1.5	0.0	-8.1	6.8	-0.9	6.0	·	·
CCN(CC)S(=O)(=O)c1cccc(NC(=O)c2ccccc2Br)c1	10.4	3.9	0.0	-6.7	12.8	0.2	-1.5	-1.7	-3.0
Cc1nn(-c2ccc(F)cc2)c2sc(C(=O)N3CCCCCC3)cc12	2.6	-1.4	0.0	-2.1	-4.0	10.9	-3.2	-2.8	3.0
CCCC(=O)c1ccc(N2CCCC2)c(F)c1	1.4	-3.1	0.0	2.6	-3.3	-5.9	0.6	3.2	4.4
C=CCSc1nc(N2CCOCC2)c2c(c1C#N)CC(C)(C)N(C)C2	-0.9	1.9	1.0	-14.6	·	-2.6	5.8	3.7	3.6
Cc1cc(Nc2ccc(F)cc2)n2nc(C)nc2n1	5.0	1.9	0.0	-5.9	-12.5	3.9	-11.1	1.7	-3.9
CC(C)(C)CN1CCC(Oc2cccc(C(=O)N3CCC[C@H]3CO)c2)CC1	4.1	0.1	1.0	-1.8	5.1	3.8	-0.5	-3.4	1.3
CCC(=O)Nc1nc2ccccc2n1Cc1ccccc1Cl	9.2	-0.7	0.0	-8.1	-6.2	-1.4	-2.5	4.4	-1.8
COc1ccc2[nH]c(CN3CCN(C(C)C)C(CCO)C3)c(C)c2c1 (stereo not drawn)	5.9	0.4	0.0	1.2	-2.0	3.7	-2.5	-0.9	-3.7
O=C(NCc1ccc(Cl)cc1)C1CCCO1 (stereo not drawn)	13.8	0.0	2.0	-16.6	-5.7	2.1	1.3	-2.3	-1.5
Oc1cccc(/C=N/Nc2ccc(Cl)nn2)c1	2.9	3.6	15.0	-7.6	-0.8	-5.9	0.3	5.3	-8.8
CCCCNc1ccc2oc(-c3ccc(OC)cc3)c(-c3ccc(OC)c(F)c3)c2c1	-4.2	·	0.0	·	3.3	-6.4	·	·	·
Nc1nc2c(nc(SCc3ccccc3Br)n2C2OC(CO)C(O)C2O)c(=O)[nH]1 (stereo not drawn)	-2.2	2.8	4.0	9.4	-2.4	-2.2	0.6	0.0	-0.7
CCN(C[C@H]1N[C@@](C)(C(=O)OC)[C@H]2C(=O)N(Cc3ccccc3)C(=O)[C@@H]12)C(=O)Nc1ccc(Cl)cc1	-5.9	·	0.0	33.9	10.3	-4.6	·	·	·
C[C@H](CO)N1C[C@H](C)[C@@H](CN(C)S(=O)(=O)c2ccc(F)cc2)Oc2c(NS(=O)(=O)c3ccccc3)cccc2C1=O	8.7	·	1.0	·	32.5	-2.0	·	·	·
COc1ccc(NC(=O)C(=O)N/N=C/c2cccnc2)cc1	10.9	-1.2	0.0	-9.5	-2.4	6.7	-3.1	3.0	0.0
O=C(O)c1ccccc1NCc1ccncc1	-2.6	2.7	0.0	7.2	-14.5	4.9	-3.7	-1.3	-2.8
Clc1ccc(-c2nc3ncccn3c2Cl)cc1	9.1	0.5	27.0	10.2	-7.5	5.0	-2.1	4.3	-0.5
COc1cccc(/C=N/NC(=O)c2cccc([N+](=O)[O-])c2)c1OS(=O)(=O)c1ccc(C)cc1	12.4	2.7	0.0	7.3	-12.2	9.1	1.2	3.7	15.3
Oc1ccc2ccccc2c1CN1CCN(C/C=C/c2ccccc2)CC1	-15.6	-0.2	13.0	2.5	15.9	-6.1	-3.2	0.3	0.8
CC/C(=N\NC(=O)CCC(=O)NCc1ccccc1)c1ccc(O)cc1	-0.9	1.2	2.0	-7.1	-2.2	0.2	-0.6	1.3	-5.5
Cc1c(Cl)cccc1N=C(N)N=C(N)N	-9.2	-1.3	1.0	-3.9	-1.1	-3.6	-1.5	-5.2	-7.4
Cn1c(=O)c(C(=O)NCC2CCCO2)c(O)c2ccccc21 (stereo not drawn)	-2.9	-3.3	0.0	4.8	-7.7	5.9	-5.0	-7.3	1.1
CC(=O)c1ccc(-n2c(CCC(=O)O)ccc2-c2ccc(Cl)cc2)cc1	10.5	-2.7	2.0	1.5	3.8	9.3	-3.2	1.4	4.6
Cc1ccc2occ(/C=N/NC(=O)c3ccccc3Br)c(=O)c2c1	-6.4	3.1	0.0	-30.0	4.1	-0.4	3.8	0.0	3.5
CCOc1ccccc1-n1c(SCC(N)=O)nnc1-c1cccnc1	-3.8	-2.1	0.0	3.8	-0.7	-2.9	5.5	7.6	0.1
CCOC(=O)c1c(NC(=O)CSc2nnc(-c3c[nH]c4ccccc34)n2C)sc2c1CCCC2	5.3	1.8	2.0	-6.8	0.0	-5.0	1.1	-1.6	21.6
CC(C)OCCCNC(=O)Cn1ncc2c(=O)oc3ccccc3c21	1.5	-3.2	1.0	-29.8	-2.5	-0.6	4.3	1.0	1.1
S=c1[nH]nc(C2CCCCC2)n1/N=C/c1cccs1	-3.3	0.7	3.0	-1.3	-8.3	-4.4	-1.8	0.1	0.4
CN(C)c1ccc(/C=c2/sc3n(c2=O)NC2(c4ccccc4)N(C)C(=O)N(C)C2(c2ccccc2)N=3)cc1 (stereo not drawn)	-1.9	-4.2	3.0	3.2	-45.9	-0.2	-0.5	15.9	-10.6
Cc1ccc(SCCSc2ncccn2)cc1	-5.8	4.5	2.0	3.0	6.9	1.5	2.4	-13.1	-6.0
CCNC(=O)NC(C(=O)OC)C12CC3CC(CC(C3)C1)C2 (stereo not drawn)	-3.6	-0.3	0.0	-4.6	2.0	0.5	-4.7	-2.3	-4.8
CCOC(=O)Cn1c(S(=O)(=O)Cc2ccccc2)nc2ccccc21	-0.5	-8.6	5.0	-1.4	-3.4	-12.7	2.3	7.0	-13.0
COc1cc(C(=O)NCc2cn3cccc(C)c3n2)cc(OC)c1OC	4.8	-1.4	0.0	-12.3	-3.8	6.4	-2.7	-0.3	12.8
CN(C)CCNc1ncnc2c1sc1nc(N3CCOCC3)c3c(c12)CC(C)(C)SC3	5.9	2.6	0.0	1.3	5.7	-1.7	4.7	-1.5	-8.3
CCc1cc(SC#N)cc(C)c1NC(=O)CCl	-11.3	-0.3	0.0	1.8	-1.3	-9.3	0.4	1.3	-0.9
Cc1[nH]c2ccccc2c1C(=O)COC(=O)Cn1c(C)nc2ccccc21	-3.3	0.4	·	2.7	4.5	0.4	-0.1	-16.9	-0.2
COc1cccc(/C=N/NC(=O)c2ccc(N3CCCC3=O)cc2)c1	5.6	4.3	0.0	9.2	3.9	3.8	-2.2	2.6	3.2
CCOc1ccc(C(=O)CCC(=O)N2CCC(C(=O)OC)CC2)cc1	9.3	-1.0	0.0	1.6	-31.4	-3.7	-4.0	-2.6	2.5
O=C(CN(Cc1ccc(F)cc1)C(=O)C1CSC(=O)C1)NC1CCCCC1 (stereo not drawn)	-6.2	0.6	0.0	0.8	-9.0	2.9	-0.8	-0.9	-4.1
CCOc1ccc(NC(=O)CC2C(=O)N(c3cccc(OC)c3)C(=O)N2CCOC)cc1 (stereo not drawn)	5.1	1.4	1.0	2.9	9.8	0.3	-4.6	-1.5	-4.3
O=C1N(c2cccc(Cl)c2)C(c2ccccc2)N2CCCN12 (stereo not drawn)	3.9	0.8	0.0	3.9	3.6	1.9	-1.3	-0.3	-1.3
CCc1nc2ccc(C(=O)NCCCN3CCN(c4ccc(F)cc4)CC3)cc2nc1CC	7.5	1.5	0.0	-7.0	7.8	7.8	-4.4	1.6	0.2
CCN(CC)C(=O)c1ccc(S(=O)(=O)NCc2cccnc2)cc1	4.7	-0.6	3.0	-3.9	15.4	0.8	-0.9	-2.9	1.2
COc1ccc(Nc2nc(C)nc3c2oc2ccccc23)c(OC)c1	-86.2	0.3	0.0	?	-0.7	-137.9	6.6	5.4	-7.7
COn1c(-c2ccc(C)cc2)nc2ncccc21	-2.3	2.3	0.0	3.9	-2.5	1.1	3.6	2.6	6.8
CCc1ccc([C@@H]2CC=C(C(=O)O)[C@H](c3ccc(C)cc3)N2S(=O)(=O)c2ccc(C)cc2)cc1	5.8	·	0.0	·	29.9	1.9	·	·	·
Cc1ccc(C2CC(c3ccco3)=NN2S(C)(=O)=O)cc1 (stereo not drawn)	-12.9	-1.1	0.0	5.2	-23.1	-11.3	-0.3	2.9	1.8
O=C(COC(=O)Cn1cc(C(F)(F)F)ccc1=O)Nc1ccccc1	9.2	0.2	0.0	5.5	-5.5	0.2	-3.8	·	·

Some of these compounds in order of molecular weight, largest number first:
SMILES	proCasp7 act	PP5 inh	GRK2 inh	JMJD2C inh	VLA-4 inh	proCasp3 act	PP1 inh	CTSL1 counter	core dimer inh
CCc1ccc([C@@H]2CC=C(C(=O)O)[C@H](c3ccc(C)cc3)N2S(=O)(=O)c2ccc(C)cc2)cc1	5.8	·	0.0	·	29.9	1.9	·	·	·
CCN(CC)C(=O)c1ccc(S(=O)(=O)NCc2cccnc2)cc1	4.7	-0.6	3.0	-3.9	15.4	0.8	-0.9	-2.9	1.2
Cc1ccc(C2CC(c3ccco3)=NN2S(C)(=O)=O)cc1 (stereo not drawn)	-12.9	-1.1	0.0	5.2	-23.1	-11.3	-0.3	2.9	1.8

Whole records from above. Values in the order: proCasp7 act | PP5 inh | GRK2 inh | JMJD2C inh | VLA-4 inh | proCasp3 act | PP1 inh | CTSL1 counter | core dimer inh
CCc1nc2ccc(C(=O)NCCCN3CCN(c4ccc(F)cc4)CC3)cc2nc1CC reads 7.5 | 1.5 | 0.0 | -7.0 | 7.8 | 7.8 | -4.4 | 1.6 | 0.2
CCOC(=O)c1ccn(-c2nc(-c3ccco3)cc(C(F)(F)F)n2)n1 reads -9.1 | -0.6 | 0.0 | -16.7 | 12.1 | 8.8 | 4.7 | -3.6 | 5.0
Cc1[nH]c2ccccc2c1C(=O)COC(=O)Cn1c(C)nc2ccccc21 reads -3.3 | 0.4 | · | 2.7 | 4.5 | 0.4 | -0.1 | -16.9 | -0.2
